CIT2 TOR yeast – modulators of CIT2-GFP expression in yeast, primary screen, S. cerevisiae, GFP fusion, multiplex flow cytometry, MLPCN library; 320,000 compounds, 0.065% hits; GFP response vs DMSO, % at 10 µM; S. cerevisiae CIT2-GFP strain, 3 h; 100 means same as DMSO wells;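 active means GFP response relative to DMSO above a set limit, near the screen mean plus 3 SD, cut at about 150% in these data; inconclusive means Fewer than 70 cells measured for a yeast strain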;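 further: ratio of well median GFP fluorescence to mean of DMSO wells on the plate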
GASC-1 inh – inhibitors of GASC-1 histone demethylase, primary screen, biochemical, fluorescence, DELFIA europium; GST-JMJD2C(1-420) H3K9me3 demethylation; inhibition, % at 2.35 µM; 330,000 compounds, 0.069% hits;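 active means more than half of a compound's replicate wells show inhibition beyond 50%, single wells judged on their own value; inconclusive means some, but no more than half, of replicates pass 50% inhibition; inactive means no replicate passes 50% inhibition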;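 further: signal counts dimethyl H3K9 product captured on neutravidin plate; 0% = median of DMSO wells and 100% = 0.3 times that DMSO median; strong numbers were not always called active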
GRK2 aptamer HTS – compounds blocking aptamer binding on GRK2 – biochemical, human GRK2, bead flow cytometry, HTS, primary screen. FAM-aptamer displacement from GRK2. inhibition of aptamer binding, % at 10 µM. 330,000 compounds, 0.59% hits;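 active means inhibition of aptamer binding above 40%, roughly 3 SD of noise, on plates passing a quality check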;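 further: median bead fluorescence of bound FAM aptamer so fluorescent compounds give negative values; no value below 0 was filed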
LAP4-GFP MLPCN – modulators of LAP4-GFP expression in yeast, primary screen, S. cerevisiae, multiplex flow cytometry, MLPCN library | GFP response vs DMSO, % at 10 µM | AID 2023, 2009 | 3 h; median GFP as percent of DMSO wells | 320,000 compounds, 0.34% hits;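 active means GFP response vs DMSO above a set limit, about the screen mean plus 3 SD, cut at about 150% in these data; inconclusive means under 70 cell events counted for the yeast strain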
AGP1-GFP MLPCN – modulators of AGP1-GFP expression in yeast TOR pathway, primary screen, cell-based, multiplex flow cytometry, S. cerevisiae, MLPCN library | 320,000 compounds, 0.02% hits | 3 h; GFP as percent of DMSO wells | GFP response vs DMSO, % at 10 µM | AID 2066, 2009;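 active means GFP response relative to DMSO above a set limit, near screen average plus 3 SD, cut at about 150% in these data; inconclusive means fewer than 70 cells counted for the yeast strain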;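 further: median GFP channel fluorescence of the gated AGP1 strain per well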
MEP2 TOR yeast – modulators of MEP2-GFP levels in yeast, primary screen, S. cerevisiae, multiplex flow cytometry, MLPCN library. S. cerevisiae MEP2-GFP strain, 3 h; 100% = DMSO control level. GFP response vs DMSO, % at 10 µM. 330,000 compounds, 0.51% hits;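 active means GFP response versus DMSO above a set limit, roughly screen mean plus 3 SD, cut at about 180% in these data; inconclusive means fewer than 70 cells counted for a yeast strain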;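 further: median GFP fluorescence of the barcode-gated MEP2-GFP cells per well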
RPL19A TOR yeast – RPL19A-GFP expression modulators in yeast, primary screen, cell-based, S. cerevisiae, multiplex flow cytometry, MLPCN; percent response vs DMSO, % at 10 µM; S. cerevisiae RPL19A-GFP strain, 3 h; hits give low values; 330,000 compounds, 0.3% hits; AID 2025, 2009;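 active means percent response vs DMSO below 50%; inconclusive means fewer than 70 events counted for the yeast strain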;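 further: median channel GFP fluorescence of the barcoded RPL19A-GFP strain; ratio of sample median GFP to plate DMSO average so 100% = DMSO; lower means less RPL19A-GFP as with rapamycin TOR inhibition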
VLA-4 inh – inhibition in human VLA-4 binding assay, primary screen, VLA-4 allosteric modulator project, MLPCN library, flow cytometry, VLA-4 expressing cells | AID 2557, 2010 | 330,000 compounds, 0.2% hits | ligand binding flow cytometry | Integrin alpha-4 (Homo sapiens), P13612 | inhibition, % (about 7 µM as worked out from the volumes in the protocol); in the data active means inhibition above about 50%
Target sequence (P13612 whole entry, looked up): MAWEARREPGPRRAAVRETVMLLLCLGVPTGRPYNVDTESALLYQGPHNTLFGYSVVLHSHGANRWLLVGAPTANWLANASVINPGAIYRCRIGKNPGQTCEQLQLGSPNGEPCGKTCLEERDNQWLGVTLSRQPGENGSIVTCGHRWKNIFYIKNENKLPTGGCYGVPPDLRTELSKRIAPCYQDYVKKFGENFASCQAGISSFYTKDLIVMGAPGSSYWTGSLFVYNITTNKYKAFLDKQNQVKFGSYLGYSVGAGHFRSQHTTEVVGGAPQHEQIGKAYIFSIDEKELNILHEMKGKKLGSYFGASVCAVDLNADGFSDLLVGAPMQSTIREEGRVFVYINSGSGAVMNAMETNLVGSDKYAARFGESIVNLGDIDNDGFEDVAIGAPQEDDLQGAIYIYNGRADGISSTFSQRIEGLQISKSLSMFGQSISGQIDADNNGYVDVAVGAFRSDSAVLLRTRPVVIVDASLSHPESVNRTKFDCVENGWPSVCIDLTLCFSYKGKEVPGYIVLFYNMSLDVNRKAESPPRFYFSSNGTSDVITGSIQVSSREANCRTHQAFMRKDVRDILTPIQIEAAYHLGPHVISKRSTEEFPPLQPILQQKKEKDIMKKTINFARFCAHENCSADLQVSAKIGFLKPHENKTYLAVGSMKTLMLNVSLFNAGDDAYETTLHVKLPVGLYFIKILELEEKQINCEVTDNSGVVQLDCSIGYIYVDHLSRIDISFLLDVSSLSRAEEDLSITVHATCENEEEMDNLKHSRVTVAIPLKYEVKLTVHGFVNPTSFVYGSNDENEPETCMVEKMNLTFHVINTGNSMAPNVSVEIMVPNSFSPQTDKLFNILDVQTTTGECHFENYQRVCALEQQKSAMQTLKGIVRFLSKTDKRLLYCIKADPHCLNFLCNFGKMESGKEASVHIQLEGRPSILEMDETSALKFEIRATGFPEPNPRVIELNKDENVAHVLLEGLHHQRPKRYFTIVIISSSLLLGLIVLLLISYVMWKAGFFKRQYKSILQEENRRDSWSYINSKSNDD
* hit, by the source's call; ? = inconclusive; nt = not tested or not shown; [ ] = remark or other dose.

mol,CIT2 TOR yeast,GASC-1 inh,GRK2 aptamer HTS,LAP4-GFP MLPCN,AGP1-GFP MLPCN,MEP2 TOR yeast,RPL19A TOR yeast,VLA-4 inh
O=C(CSc1nnc(-c2cnccn2)n1Cc1ccco1)c1ccc2ccccc2c1,116.9,-3.7,1.0,99.8,106.0,101.6,104.5,7.2
NC(=O)[C@@H]1CCOc2c(I)cc([N+](=O)[O-])cc2C(=O)N[C@@H](CO)C(=O)NCC(=O)N1,79.1,-0.8,0.0,111.2,86.9,88.8,97.2,4.8
COc1ccc(CCc2nnc(CCC(=O)NCCc3ncccc3C)o2)cc1,100.7,14.7,0.0,96.0,100.4,102.7,103.9,4.5
O=C(COC(=O)Cc1cccc(C(F)(F)F)c1)Nc1cccc2ccccc12,100.8,4.2,0.0,97.2,100.4,103.1,108.2,3.5
Cc1ccc(C(=O)NC(C)c2ccccc2)o1 (centres undefined),101.7,-17.9,2.0,102.2,98.4,100.2,97.1,0.9
Cc1ccc(CCNC(=O)C2CCN(S(=O)(=O)N3CCC4(CC3)OCCO4)CC2)cc1,107.1,9.5,2.0,110.7,106.8,102.5,107.6,11.9
Cc1ccc(-n2nc(C)c(C(=O)Nc3cccc(C(=O)NC4CC4)c3)n2)c(C)c1,94.6,-8.0,0.0,108.7,105.0,100.7,107.1,0.9
COc1cc(C)c(NC(=S)NCCCN2CCOCC2)cc1OC,104.5,-13.0,0.0,102.8,102.8,103.2,106.2,20.9
Cc1nn(Cc2ccccc2)c(=O)c2nn(-c3ccc(Cl)cc3)c(C)c12,95.9,-2.4,3.0,92.7,99.4,101.0,103.4,4.8
COc1ccc(OCC(=O)Nc2ccc3nc(C)sc3c2)cc1,92.6,-8.9,0.0,110.5,95.8,96.4,96.0,11.1
CCCc1nnc(-c2ccc(OC)cc2)o1,94.8,8.3,0.0,102.9,94.9,98.6,97.3,19.9
Cc1ccc(C(=O)N/C(=C/c2ccc(-c3cccc([N+](=O)[O-])c3)o2)C(=O)NC(C)(C)C)cc1,102.3,-0.8,3.0,100.1,101.9,101.1,100.8,6.0
COc1ccc(-c2c(C)oc3c(CN4CCOCC4)c(O)ccc3c2=O)cc1OC,97.4,35.9,2.0,95.5,106.2,105.9,102.2,-5.0
CCOC(=O)C1=C(C)Nc2nc3ccccc3n2C1c1cccs1 (centres undefined),98.9,23.7,2.0,95.0,101.6,101.6,99.4,26.2
COc1cc(/C=C/C(=O)OCC(=O)NCc2cccs2)ccc1OCC#N,103.5,-13.3,0.0,100.3,107.9,103.9,100.9,8.3
O=S(=O)(c1ccc(F)cc1)N1CCN(CC2CC3C=CC2C3)CC1 (centres undefined),?,17.4,0.0,90.0[may fluoresce violet],20.3[may fluoresce violet],207.3*[may fluoresce violet],55.4[may fluoresce violet],28.8
CCN(CC)c1ccc(NC(=O)Nc2ccccc2)cc1,104.7,70.5,0.0,108.2,96.4,109.0,99.6,-4.0
CCc1ccc(N(CC(=O)NC)S(C)(=O)=O)cc1,104.2,-1.5,1.0,99.8,102.3,102.3,98.9,13.7
Cc1nnc2ccc(Oc3ccc(-c4ccccc4)cc3)nn12,93.3,5.9,1.0,104.2,100.1,102.8,100.3,-5.0
Cc1cc(NC(=O)C(C)C)ncc1NC(=O)c1ccco1,108.8,0.6,0.0,101.9,107.0,102.4,103.2,7.7
CC1CCN(c2ccccc2NC(=O)c2ccc(F)cc2)CC1,104.4,-2.2,2.0,110.4,111.2,119.0,99.2,-14.1
COC(=O)c1ccc(Cl)c(NC(=O)CSc2nnc(-c3ccncc3)o2)c1,109.4,23.6,4.0,108.5,103.9,97.1,98.5,2.8
CC(C)(C)N1CC23C=CC(C[C@@H]2C1=O)O3 (some centres undefined),98.4,0.7,0.0,103.5,99.8,99.8,106.0,6.6
CCCCn1c(N)c(N(CC(C)C)C(=O)C2CCN(S(=O)(=O)c3ccccc3)CC2)c(=O)[nH]c1=O,105.4,-7.3,2.0,115.5,115.5,108.1,105.5,7.3
CCCCCCCNC(=O)COc1ccc2c(c1)C(=O)CC(C)(C)O2,94.4,-1.3,0.0,93.0,95.3,93.2,96.7,8.0
CC(=O)Oc1ccc(N(C(C)=O)S(=O)(=O)c2cccs2)c2ccccc12,95.7,15.1,0.0,97.2,92.6,102.8,93.7,-3.9
CC1CC(Nc2ccccc2)=NC1(C)C (centres undefined),101.2,13.6,0.0,93.7,102.2,103.7,99.4,13.1
CN(C)C(CNC(=O)c1ccc(C(=O)c2ccccc2)cc1)c1ccccc1 (centres undefined),?,8.0,0.0,82.5[may fluoresce violet],?,252.2*[may fluoresce violet],41.1*[may fluoresce violet],29.2
Cc1cc(C)n2c(Br)c(CSc3nc4ccccc4o3)nc2n1,90.3,2.1,6.0,107.0,97.9,101.2,99.7,-17.6
O=C(C1=C(O)C(=O)N(Cc2cccnc2)C1c1cccc(Oc2ccccc2)c1)c1ccco1 (centres undefined),95.0,7.2,1.0,99.3,98.5,97.7,99.1,0.5
CCOc1ccc(S(=O)(=O)N2CC(=O)Nc3ccccc32)cc1,98.2,-5.8,0.0,99.1,94.9,103.8,101.6,4.8
O=C(c1ccccc1)N1CCN(C(=O)c2cc3ccccc3o2)CC1,96.8,9.1,2.0,91.4,92.2,98.7,87.3,6.8
Cc1nc(-c2ccccc2)c(-c2ccccc2)[nH]1,89.5,5.0,3.0,91.2,91.3,97.9,95.0,2.5
Cc1nn(-c2ccccc2)c(C)c1NC(=O)COc1cc(F)ccc1[N+](=O)[O-],96.1,0.8,3.0,96.3,98.9,103.8,99.1,-7.1
N#Cc1ccc(-c2cn(-c3ccccc3)c3[n+]2CCCS3)cc1,88.2,-6.7,11.0,92.6,89.6,95.7,87.6,17.8
NC(=O)c1cc(NC(=O)COC(=O)CCCN2C(=O)c3cccc4cccc(c34)C2=O)cc(C(N)=O)c1,112.7,0.3,2.0,90.6,103.3,103.5,101.0,3.6
CC12CN3CCN(CC(C3)C1(O)CN1CCOCC1)C2 (centres undefined),93.4,30.6,2.0,98.4,102.0,103.5,97.0,14.9
Cc1ccc(NC(=S)N/N=C2\CC(C)(C)Oc3ccc(O)cc32)cc1,102.0,-2.5,2.0,95.2,99.9,100.2,100.9,1.7
CCc1c(C)sc(NC(=O)c2cc(C)no2)c1C#N,92.0,-0.1,3.0,112.5,96.0,98.8,94.8,11.4
CCn1c(=O)n(CC)c2cc(NC(=O)C(C)c3ccccc3)c(Br)cc21 (centres undefined),99.2,8.7,2.0,96.1,103.9,102.2,104.5,-2.3
Cc1ccc(C2N(c3cccc(Cl)c3)C(=O)N3CCCN23)cc1 (centres undefined),97.7,-1.2,0.0,109.1,106.9,103.4,107.2,27.5
CCc1sc(-c2c(C#N)c(N)nc3c2CCCCCC3)cc1[N+](=O)[O-],83.2,-2.1,0.0,nt,87.5,92.8,91.9,-14.2
Cc1ccc2[nH]c(O)c(N=NC(=O)CCc3ccccc3)c2c1Br,100.1,4.6,1.0,100.5,96.4,100.2,96.1,-0.1
Fc1ccc(CSc2ccc3nnc(-c4cccs4)n3n2)cc1,103.9,13.0,3.0,94.6,97.9,108.3,102.3,-6.0
CC(C)Cc1ccc(C(C)NC(=O)Cc2ccc(S(=O)(=O)N3CCOCC3)s2)cc1 (centres undefined),100.0,-2.9,1.0,108.0,106.8,109.7,107.1,5.8
CC1CCN(c2ccc(-c3cccc(NC(=O)c4ccco4)c3)nn2)CC1,90.5,25.2,0.0,112.8,111.0,100.4,101.2,-2.6
O=c1cc(CSc2ccc(Cl)cc2)nc(-c2ccncc2)[nH]1,101.3,47.6,4.0,103.2,103.5,98.8,96.7,11.1
Cn1c(=NC(=O)C2=NNC(=O)CC2)sc2ccccc21,116.8,3.4,1.0,113.1,119.3,108.6,102.1,-2.4
O=C1NC(NS(=O)(=O)c2ccccc2)(C(F)(F)F)C(=O)N1c1cccc(Cl)c1 (centres undefined),98.5,19.4,0.0,95.3,100.1,103.2,104.0,-0.5
CC(C)c1[nH]nc2c1C(c1cccnc1)C(C#N)=C(N)O2 (centres undefined),96.8,1.2,2.0,102.0,98.1,104.6,99.6,3.2

Continuation.
mol,CIT2 TOR yeast,GASC-1 inh,GRK2 aptamer HTS,LAP4-GFP MLPCN,AGP1-GFP MLPCN,MEP2 TOR yeast,RPL19A TOR yeast,VLA-4 inh
Cc1nc(CC(=O)Nc2nc(C(C)(C)C)cs2)cs1,96.8,-3.5,2.0,94.6,103.6,104.5,101.8,-11.8
Cc1ccc2nc(SCc3nnc(-c4cccs4)o3)[nH]c2c1,98.1,3.3,0.0,101.3,102.4,100.5,104.4,1.4
COc1cccc(-c2ccc(SCC(=O)N3CCc4ccccc43)nn2)c1,100.0,-15.5,0.0,97.3,97.4,114.2,107.5,2.5
Cc1ccc(CN2C(=O)NC(Cc3c[nH]c4ccccc34)C2=O)cc1 (centres undefined),110.8,-5.2,0.0,106.7,111.3,107.2,106.4,-1.7
COc1cn(-c2ccccc2)nc1C(=O)OCC(=O)Nc1ccc(C)c(C)c1,99.0,-13.6,0.0,90.1,97.2,95.8,95.0,0.8
CC(NCC(O)COCc1cccs1)C1CC2CCC1C2 (centres undefined),114.2,-9.4,1.0,98.9,102.3,99.5,101.8,-1.1
CCOC(=O)CC1COc2ccccc2N1C(=O)c1ccc(F)cc1 (centres undefined),116.8,-1.1,2.0,99.5,113.1,102.7,99.0,6.3
COc1cccc(C(=O)N/N=C2/SCC(=O)N2CCc2ccc(OC)c(OC)c2)c1,104.7,1.4,0.0,98.3,112.2,102.6,97.2,1.0
O=C(CSCc1ccc(Cl)cc1Cl)Nc1ccccc1C(=O)Nc1ccc(C(=O)O)cc1,91.3,16.5,2.0,94.3,93.8,98.1,93.1,17.6
COCCn1c(COc2ccc(Cl)cc2)nnc1SCC(N)=O,102.1,3.3,3.0,104.9,100.8,104.1,100.1,-2.9
CC(C)Cc1nnc(NC(=O)c2cc([N+](=O)[O-])ccc2N2CCOCC2)s1,93.1,5.9,5.0,82.7,84.3,94.8,98.3,10.3
CCN(CC(=O)Nc1ccc(NC(C)=O)cc1)CC(=O)Nc1ccccc1C(=O)c1ccccc1,95.7,12.8,1.0,94.0,91.8,95.4,97.4,13.4
COc1ccccc1-c1nnc(SCC(=O)NC2CCS(=O)(=O)C2)n1N (centres undefined),94.4,6.1,0.0,94.0,91.8,95.4,93.3,47.7
O=S(=O)(c1cc(Cl)ccc1Br)N1CCOCC1,96.5,-2.1,3.0,102.9,101.3,102.8,99.2,3.1

Single records (already shown). Values in the order: CIT2 TOR yeast | GASC-1 inh | GRK2 aptamer HTS | LAP4-GFP MLPCN | AGP1-GFP MLPCN | MEP2 TOR yeast | RPL19A TOR yeast | VLA-4 inh
`Fc1ccc(CSc2ccc3nnc(-c4cccs4)n3n2)cc1` is listed as 103.9 | 13.0 | 3.0 | 94.6 | 97.9 | 108.3 | 102.3 | -6.0
`CCCCn1c(N)c(N(CC(C)C)C(=O)C2CCN(S(=O)(=O)c3ccccc3)CC2)c(=O)[nH]c1=O` is listed as 105.4 | -7.3 | 2.0 | 115.5 | 115.5 | 108.1 | 105.5 | 7.3

Hits appear at their usual frequency. Share with any hit: about 1.7%.
